# Screening results from PubChem.
# PLK1 PBD block: inhibitors of human PLK1 polo-box domain binding; 2.8% of 360,000 active; Potency, µM, inactives show max response, negative = inhibition, actives largely listed as inhibitors; P53350; Plk1 PBD binding of FITC phosphopeptide, fluorescence polarization; further: potency means the concentration at half of the fitted maximal effect; series mostly up to about 57 µM; on the % scale 0 is the no-effect control and ±100 the full control effect; nearly all actives have a fitted effect of over 65% in size
# Target sequence (P53350 whole entry, looked up, the tested form may be a part): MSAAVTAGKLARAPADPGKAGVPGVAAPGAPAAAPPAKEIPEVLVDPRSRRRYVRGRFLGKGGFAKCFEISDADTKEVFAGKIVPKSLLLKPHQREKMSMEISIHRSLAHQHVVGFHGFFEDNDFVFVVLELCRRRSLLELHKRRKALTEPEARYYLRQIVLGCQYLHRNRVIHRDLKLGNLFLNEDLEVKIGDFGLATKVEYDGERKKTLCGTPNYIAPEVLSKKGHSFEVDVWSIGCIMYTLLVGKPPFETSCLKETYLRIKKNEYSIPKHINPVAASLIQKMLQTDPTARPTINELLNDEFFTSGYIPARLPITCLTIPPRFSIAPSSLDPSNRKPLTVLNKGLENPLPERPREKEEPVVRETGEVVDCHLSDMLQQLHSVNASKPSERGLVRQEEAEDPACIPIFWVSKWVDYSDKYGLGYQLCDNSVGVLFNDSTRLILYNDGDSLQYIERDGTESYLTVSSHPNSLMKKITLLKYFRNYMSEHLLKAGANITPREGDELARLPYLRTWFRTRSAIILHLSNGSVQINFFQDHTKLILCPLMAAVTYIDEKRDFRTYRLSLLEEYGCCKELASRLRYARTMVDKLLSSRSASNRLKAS
# IL2 activator: IL-2 activation | IL-2 activation reporter assay, cell-based qHTS; stimulated with anti-CD3/CD4/CD28 beads; in transgenic mouse T cells | activation, % (series mostly up to about 46 µM) | 0.065% of 360,000 active; in the data active means activation above about 50%; inconclusive means mostly about 30% to 49%; further: 0% is about no effect
#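 Quantitative HTS in unstimulated transgenic mouse T cells, with memory T cells as non-tolerant control and PMA/ionomycin as tolerance-bypass control. Compound pretreatment lasted 60 minutes before 18 h bead stimulation; EGFP/DsRed fluorescence read.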
# PI5P4K alpha inh: PI5P4K alpha (human) kinase inhibition | P48426 | max response, % | 1.2% of 330,000 active | PI5P4Kalpha enzyme, ADP-Glo luminescence, 60 min; active compounds read low; active means max response of -50% or lower; inconclusive means between -30% and -50%; inactive means -30% or higher; further: value at the top dose of about 77 µM; on the % scale 0 is the no-effect control and ±100 the full control effect
# Target sequence (P48426 whole entry, looked up): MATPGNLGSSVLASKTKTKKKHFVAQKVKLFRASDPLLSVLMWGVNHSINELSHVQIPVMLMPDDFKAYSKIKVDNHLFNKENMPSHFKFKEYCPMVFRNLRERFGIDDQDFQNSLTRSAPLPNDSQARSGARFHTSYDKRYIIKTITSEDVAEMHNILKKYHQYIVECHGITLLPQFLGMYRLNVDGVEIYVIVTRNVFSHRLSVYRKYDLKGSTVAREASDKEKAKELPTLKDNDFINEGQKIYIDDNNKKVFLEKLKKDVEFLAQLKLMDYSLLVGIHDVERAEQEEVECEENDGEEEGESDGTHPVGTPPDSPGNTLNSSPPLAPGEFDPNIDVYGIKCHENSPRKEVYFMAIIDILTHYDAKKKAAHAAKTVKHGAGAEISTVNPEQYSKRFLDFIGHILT
#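 ADP-Glo luminescence end-point read after a 60 min room-temperature kinase reaction of PI5P4Kalpha plus substrate, initiated with ATP at 5 microM final. Buffer: 0.038 M HEPES pH 7.4, EGTA, 0.1% CHAPS, 5% DMSO.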
# EPAC2 ag: agonists of human EPAC2 (RAPGEF4); Q8WZA2; EPAC2 activation, biochemical qHTS; response scale: 100% = 6.5 mM cAMP response; Potency, µM (top dose mostly 154 µM), without a hit: at the highest dose activation, most hits filed as activators; 0.079% of 360,000 active; AID 720711; further: potency means the concentration at half of the fitted maximal effect; nearly all actives have a fitted effect of over 50% in size
#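 Guanine nucleotide exchange by EPAC2 is measured as reduced fluorescence of BODIPY-GDP once it is released from 250 nM Rap1B. Plates are read kinetically for 30 min at room temperature; results are scaled to 6.5 mM cAMP.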
# EPAC1 antagonist: antagonists of human EPAC1; AID 720709; 0.14% of 360,000 active; EPAC1 GEF assay, Rap1b-BODIPY-GDP exchange fluorescence; Potency, µM (titrated, usually from 115 µM), for inactives: top-dose activity change, negative = inhibition, actives largely listed as inhibitors;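 further: potency means the concentration at half of the fitted maximal effect; plate controls were vehicle for no effect and positive control for full effect; nearly all actives have a fitted effect of over 50% in size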
# WRN helicase inh: blocks human WRN helicase. WRN helicase unwinding, fluorescent forked duplex, kinetic. Q14191. 0.46% of 360,000 active. Potency, µM (top dose mostly 114 µM), for inactives: at the highest dose activity change, negative = inhibition, actives largely listed as inhibitors; further: potency means the concentration at half of the fitted maximal effect; on the % scale 0 is the no-effect control and ±100 the full control effect; nearly all actives have a fitted effect of over 55% in size
#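 Screening of the MLSMR collection measured strand separation of a quenched forked DNA duplex (100 nM) by 20 nM WRN with 2 mM ATP, all final. Compounds were preincubated with enzyme 15 min at room temperature.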
# CCT modulator: changes cytosolic chaperonin activity. 0.3% of 360,000 active. purified chaperonin ATPase assay, HTRF ADP detection, 30 min. activity change, % (test concentration not listed), hits read low; in the data active means activity change below about -30%; further: on the % scale 0 is the no-effect control and ±100 the full control effect
#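 Nucleotide hydrolysis assay: TRiC at 20–40 nM final (set by batch activity) with 10 uM ATP, 30 min at 37 °C, in presence of 76 uM compound. Detection by competitive ADP HTRF, 30 min ambient.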
# EPAC1 ag: agonists of human EPAC1. Potency, µM (top dose mostly 154 µM), without a hit: at the highest dose activation, most hits filed as activators. EPAC1 agonist qHTS, biochemical assay; response scale: 100% = response to 6.5 mM cAMP. 0.073% of 360,000 active; further: potency means the concentration at half of the fitted maximal effect; nearly all actives have a fitted effect of over 60% in size
#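 Nucleotide exchange by EPAC1 (100 nM) on Rap1B–BODIPY-GDP (250 nM) in the presence of 50 uM GDP is tracked fluorescently at 480/540 nm over 30 min. Signals are normalized to a 6.5 mM cAMP control.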
# * hit, by the source's call; u = inconclusive; x = no result given; [ ] = remark or other dose. Unless noted, the call rests on the fitted dose curve; in most records, active means well fitted curve in the direction sought with a large enough effect; inconclusive means small, poorly fitted or top-dose-only effect, or another doubt; inactive means no such curve, though single readings can be large; an effect the other way counts as inactive or inconclusive. Some of the compounds tested; count on the stated rates, not on these rows.
SMILES,PLK1 PBD block,IL2 activator,PI5P4K alpha inh,EPAC2 ag,EPAC1 antagonist,WRN helicase inh,CCT modulator,EPAC1 ag
CCC1CCCCN1CCCNC(=O)Cn1nc(C)n2nc(-c3ccccc3)cc2c1=O (centres undefined),-18%,1.0,4,-12%,-23%,7%,-2.3,-2%
CC(C1CC2CCC1C2)N1CC(O)=C(c2nc3ccccc3[nH]2)C1=N (centres undefined),4%,-4.5,-10,2%,u,-6%,-0.6,-2%
COC(=O)c1ccc(CNC(=O)C2CCC(=O)N(Cc3ccccn3)C2)cc1 (centres undefined),-17%,0.0,2,7%,-1%,8%,-3.2,-2%
CCOc1ccc2[nH]c(C)cc(=O)c2c1,0%,-1.7,0,0%,9%,5%,0.9,-5%
CCc1ccc(CN(C)C(=O)c2ccc3c(c2)OCCO3)cc1,3%,-2.3,1,3%,-4%,3%,0.9,3%
CCOc1ccc(NC(=O)CSc2nc(=O)n(Cc3ccccn3)c3c2CCC3)cc1,-7%,0.5,3,-4%,-16%,-29%,-1.4,-8%
CCCn1cc(S(=O)(=O)CC(=O)Nc2ccc(OCC)cc2)c2ccccc21,-27%,-2.4,-3,7%,-6%,-4%,-1.8,10%
CCCCCCc1cc2cc(C(=O)Nc3ccccc3OC)c(=O)oc2cc1O,9%,0.4,2,-17%,16%,-33%[57.1 µM],-1.6,-10%
COc1cc(-c2nn3c(-c4cccnc4)nnc3s2)cc(OC)c1OC,-7%,-3.9,x,11%,3%,-4%,-0.7,-2%
Cc1ccc(-c2nc(C3CCCN(S(=O)(=O)c4ccc(C(F)(F)F)cc4)C3)no2)cc1 (centres undefined),-6%,1.0,2,1%,6%,4%,-2.8,3%
CC(C)C[C@H]1CN(CCCC[C@H]2CNC(=O)C(=O)N2Cc2ccccc2)C(=O)C(=O)N1Cc1ccccc1,-3%,0.0,-4,4%,1%,5%,-0.6,-12%
Cc1noc(C)c1NC(=O)N(C)C[C@@H]1Oc2ccc(NC(=O)C3CCCCC3)cc2C(=O)N([C@@H](C)CO)C[C@H]1C,-17%,0.1,5,0%,1%,5%,-1.4,2%
COC(=O)N/N=C\c1ccc(OC(=O)c2ccco2)cc1,-6%,0.6,2,1%,-13%,2%,-0.2,-4%
O=C(CCNC(=O)c1ccccc1Cl)Nc1nc(-c2ccccc2Cl)cs1,-3%,-2.6,-3,10%,-21%,0%,2.1,-6%
O=C(c1ccco1)N(CCCN1CCOCC1)c1nc(-c2ccc(Cl)cc2)cs1,1%,-0.4,x,15%,13%,1%,1.4,17%
Cc1ccc(CN2CCC(n3nccc3NC(=O)CCCc3ccccc3)CC2)o1,-17%,-5.7,-9,1%,3%,-34%,-3.5,0%
O=C(COC(=O)c1ccc(O)cc1)Nc1cc(S(=O)(=O)N2CCCCCC2)ccc1Cl,-6%,-0.6,6,0%,-9%,-4%,-2.5,11%
CC(C)CN(CC(C)C)c1ccc(/C=N/n2cnnc2)cc1[N+](=O)[O-],-11%,-5.3,-5,2%,u,-28%,-5.1,-2%
CCOC(=O)C(CCCCC(NC(C)=O)(C(=O)OCC)C(=O)OCC)(NC(C)=O)C(=O)OCC,4%,0.6,-4,4%,3%,-22%,-0.5,-4%
O=C(CCCN1C(=O)C(c2ccccc2)Oc2cccnc21)Nc1cccc(F)c1 (centres undefined),-2%,0.0,0,9%,3%,3%,-0.8,1%
CC(C)c1ccc(NC(=S)NNC(=O)c2cccs2)cc1,-16%,0.7,-8,10%,-15%,10%,-1.0,-5%
CCOC(=O)N1CCN(C(=O)c2ccc(Cn3c(=S)[nH]c4cc(C(=O)OC)ccc4c3=O)cc2)CC1,-1%,0.7,-2,-1%,2%,1%,0.7,-6%
C=CCOc1ccc(/C=C/C(=O)OCC(=O)N2CCN(S(=O)(=O)c3ccc(C)cc3C)CC2)cc1,-5%,-0.8,5,-7%,-20%,1%,-2.1,7%
COc1ccc(CC(C)NS(=O)(=O)c2ccc3c(c2)CCN3S(C)(=O)=O)cc1OC (centres undefined),-6%,-2.5,-10,4%,-24%,-6%,4.3,-5%
O=C(NC1CCC(=O)N(CCOc2ccccc2)CC1)OCc1ccccc1 (centres undefined),-5%,0.5,0,-1%,-9%,3%,-0.1,-14%
Cc1cccc(N(CC(=O)NCc2ccco2)C(=O)CCC(=O)Nc2ccccn2)c1,-10%,-2.8,0,15%,1%,-17%,-5.4,6%
COc1ccc(/C=C/c2ccncc2)cc1OC,0%,0.4,-3,5%,14%,-3%,-2.3,-3%
Clc1cccc(C2Nc3cccc4cccc(c34)N2)c1,u,-1.9,-15,0%,-4%,3%,-5.0,5%
Cc1[nH]c2ccccc2c1C(=O)COc1ccccc1F,2%,-1.2,4,12%,-5%,-22%,-1.7,2%
CC(=O)c1cc2c(cc1N(C(=O)Cn1nnc3ccccc31)C(C(=O)NCCC(C)C)c1cccnc1)OCO2 (centres undefined),-7%,-0.6,0,-1%,9%,6%,0.3,4%

# Gathered by group, the compounds so far containing a Cl atom
SMILES,PLK1 PBD block,IL2 activator,PI5P4K alpha inh,EPAC2 ag,EPAC1 antagonist,WRN helicase inh,CCT modulator,EPAC1 ag
O=C(CCNC(=O)c1ccccc1Cl)Nc1nc(-c2ccccc2Cl)cs1,-3%,-2.6,-3,10%,-21%,0%,2.1,-6%
O=C(c1ccco1)N(CCCN1CCOCC1)c1nc(-c2ccc(Cl)cc2)cs1,1%,-0.4,x,15%,13%,1%,1.4,17%
O=C(COC(=O)c1ccc(O)cc1)Nc1cc(S(=O)(=O)N2CCCCCC2)ccc1Cl,-6%,-0.6,6,0%,-9%,-4%,-2.5,11%
Clc1cccc(C2Nc3cccc4cccc(c34)N2)c1,u,-1.9,-15,0%,-4%,3%,-5.0,5%

# Following part:
SMILES,PLK1 PBD block,IL2 activator,PI5P4K alpha inh,EPAC2 ag,EPAC1 antagonist,WRN helicase inh,CCT modulator,EPAC1 ag
CCNC(=S)N(CCc1c(C)[nH]c2ccc(OC)cc12)Cc1cccnc1,-8%,-0.6,0,5%,8%,8%,1.4,10%
Nc1nc(SCC(=O)Nc2c(Br)cc([N+](=O)[O-])cc2Br)n[nH]1,-12%,0.3,0,1%,-12%,-1%,-5.0,4%
CCCC(=O)OCC(=O)NCc1ccc(Cl)cc1,-7%,0.2,-3,2%,14%,8%,1.0,-4%
O=C(O)c1c2c(nc3ccccc13)-c1ccccc1CC2,9%,1.1,-2,4%,-3%,5%,0.6,-1%
COc1cccc2c3c(c(=O)[nH]c12)CCC(C)(C)O3,-4%,-0.4,-1,7%,8%,9%,-6.8,4%
CC(=O)N(c1ccccc1)c1ccc([N+](=O)[O-])cc1[N+](=O)[O-],-1%,1.8,-20,-15%,7%,-35%[57.1 µM],-4.0,2%
O=C(NCCO)c1cc2c([nH]c3ccccc32)c(-c2ccc(F)cc2)n1,-12%,-0.6,-10,9%,-13%,1%[57.1 µM],-1.4,10%
Cc1ccc(N2CC(C(=O)Nc3nnc(SCC(=O)NCC4CCCO4)s3)CC2=O)cc1C (centres undefined),-7%,-2.5,u,-2%,6%,-34%,0.0,-4%
Cc1ccc(S(=O)(=O)Nc2cccc(/C=C/C(=O)O)c2)cc1,-2%,0.9,x,6%,-2%,-12%,-5.1,5%
O=C(CC(O)CCc1ccccc1)c1ccc(O)cc1 (centres undefined),-8%,0.9,1,6%,2%,3%,-0.5,-10%
COc1ccc(-n2nnnc2SCC(=O)Nc2ccccc2N2CCOCC2)cc1OC,-4%,-0.2,-3,2%,-5%,3%,-2.4,-2%
CC(Cc1n[nH]c(=S)o1)c1ccccc1 (centres undefined),24µM*,-0.4,-22,-1%,-17%,3%,-3.1,0%
O=C(COc1ccc(F)cc1Cl)Nc1ccc(N2CCOCC2)cc1N1CCOCC1,-10%,-3.6,10,4%,-19%,-2%,0.9,-6%
Cc1ccc(S(=O)(=O)N2CCc3cc4c(cc3C2C)OCCCO4)cc1 (centres undefined),-13%,-1.4,2,16%,u,-1%,-1.2,10%
Cc1ccc(COCC(CC(C)C)N2CCN(C(=O)c3cccc(C(F)(F)F)c3)CCC2=O)cc1 (centres undefined),-11%,-5.2,-1,-1%,-30%,-6%,-0.5,-16%
Cc1cccc(CNCc2ccccc2)c1,-11%,-0.4,2,6%,-15%,-13%,-2.5,-3%
CC(=O)N(C)c1ccc(OCC(O)CN(Cc2ccco2)S(=O)(=O)c2ccc(C)cc2)cc1 (centres undefined),-10%,-0.8,0,-1%,-4%,-7%,-2.1,5%
C[C@H](NC(=O)c1nc[nH]c1C(=O)NCCCCCNC(=O)OC(C)(C)C)C(=O)OC(C)(C)C,-1%,0.0,-5,-7%,-9%,6%,0.6,-31%[inhibitor]
COc1ccc(-c2cc(C(=O)NC(C)c3ccccn3)c3ccccc3n2)cc1OC (centres undefined),-6%,0.0,-7,10%,-7%,9%,-1.8,7%
COc1ccccc1C(=O)NC(=S)Nc1cccnc1Cl,u,-0.8,u,7%,-4%,-14%[57.1 µM],1.0,-7%
O=C(Cc1c(F)cccc1Cl)Nc1ccc(S(=O)(=O)NCC2CCCO2)cc1 (centres undefined),-8%,-0.1,-5,-1%,-2%,4%,-0.1,5%
CN(C(=O)COC(=O)c1cc(=O)[nH]c2ccccc12)c1ccccc1,-4%,1.4,0,1%,-17%,-6%,-1.1,0%
CCN(c1ccc(OC)cc1)S(=O)(=O)c1ccc(-c2ccc(=O)[nH]n2)o1,1%,0.8,3,-2%,8%,-6%,-1.9,-7%
O=C(O)CC1(CC(=O)Nc2ccc3ccccc3c2)CCCCC1,-4%,-0.7,-16,-8%,-12%,3%[57.1 µM],-1.3,-12%
CNC(=S)NNC(=O)c1ccc(=O)n(Cc2cccc(C(F)(F)F)c2)c1,3µM*,-1.1,u,11%,-27%,-6%[57.1 µM],-4.9,0%
Cc1ccc(CNS(=O)(=O)c2ccccc2[N+](=O)[O-])cc1,-13%,-0.5,0,1%,4%,-3%,1.8,-10%
Cc1nn(Cc2c(F)cccc2Cl)c(C)c1NC(=O)C1CC1,-6%,-5.2,0,3%,1%,-4%,-2.0,1%
CC(C)N(Cc1ccccc1)C(=O)COC(=O)c1cnccn1,1%,-0.5,0,-1%,10%,8%,-0.5,-4%
COc1ccc(CN(C)C(=O)c2[nH]c(C)c(C(C)=O)c2C)cc1F,1%,-2.2,10,1%,10%,-2%,1.2,-8%
Cc1cc(NC(=O)CSc2ccc3nnc(-c4ccc(Cl)cc4)n3n2)no1,u,-1.7,x,6%,2%,-5%,1.5,9%
Cc1ccc(NCC(=O)N/N=C/c2ccncc2)cc1,-11%,-1.7,-7,2%,2%,8%,0.7,7%
